Screening results: PubChem, National Center for Advancing Translational Sciences (NCATS)
PTHR1 agonist: agonists of human PTHR1 parathyroid hormone receptor; AID 743266; Q03431; Potency, µM (highest dose often 115 µM), for inactives: at the highest dose activation, usual class: activators; actives 0.075% (n = 410,000); HEK293 GP2 PTHR1 cells, GloSensor cAMP luminescence, 1 h; also: potency is read from the fitted curve at half-maximal effect; nearly all actives have a fitted effect of over 55% in size; some results filed as inactive show a strong effect at the top dose; inactives centre near -15; many of its hits are not listed in these tables
Target sequence (Q03431 whole entry, looked up): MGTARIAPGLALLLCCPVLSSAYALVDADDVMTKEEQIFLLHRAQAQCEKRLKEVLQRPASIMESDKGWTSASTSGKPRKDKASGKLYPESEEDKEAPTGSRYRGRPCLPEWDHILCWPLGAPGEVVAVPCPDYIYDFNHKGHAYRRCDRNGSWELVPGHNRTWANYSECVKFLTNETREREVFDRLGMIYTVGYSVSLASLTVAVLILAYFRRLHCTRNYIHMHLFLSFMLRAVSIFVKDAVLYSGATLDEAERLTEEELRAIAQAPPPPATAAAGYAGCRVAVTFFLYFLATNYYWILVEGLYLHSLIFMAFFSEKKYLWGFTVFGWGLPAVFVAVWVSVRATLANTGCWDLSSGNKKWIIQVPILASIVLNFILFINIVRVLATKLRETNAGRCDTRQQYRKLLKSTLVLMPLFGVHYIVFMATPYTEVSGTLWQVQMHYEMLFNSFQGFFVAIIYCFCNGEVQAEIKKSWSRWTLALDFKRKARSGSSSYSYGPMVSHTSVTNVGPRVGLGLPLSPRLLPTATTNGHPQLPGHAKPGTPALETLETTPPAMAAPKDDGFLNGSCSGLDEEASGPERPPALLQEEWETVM
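HEK-293-derived GP2 cells expressing PTHR1 and a GloSensor cAMP reporter, 3,000/well, plated overnight, given luciferin plus IBMX (each 0.5 mM as added) for 1 h at 37 °C, then compound for 1 h at 37 °C. Luminescence was read after 15 min at room temperature.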
EPAC1 antagonist: antagonists of human EPAC1; O95398; EPAC1 GEF assay, Rap1b-BODIPY-GDP exchange fluorescence; Potency, µM (series often up to 115 µM), for the others: top-dose activity change, negative = inhibition, most hits filed as inhibitors; actives 0.14% (n = 360,000);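 also: potency is read from the fitted curve at half-maximal effect; plate controls were vehicle for no effect and positive control for full effect; nearly all actives have a fitted effect of over 50% in size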
GLP1R cytotox: cytotoxicity counter-screen for GLP-1 receptor inverse agonists; HEK293 cAMP-luciferase reporter cells, luminescence, 24 h; actives 0.13% (n = 410,000); Potency, µM (doses to about 38.3 µM), without a hit: at the top dose activity change, negative = inhibition, hits mostly inhibitors;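 also: loss of luciferase light is scored as toxicity; potency is read from the fitted curve at half-maximal effect; % is scaled to controls: 0 for no effect and ±100 for the full control effect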
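A 23 nL compound transfer followed 12 hours of cell culture at 37 deg C; exposure then lasted 24 hr. Luciferase assay detection reagent was dispensed and plates read for luminescence after a 12 min room-temperature wait.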
GLP-1R agonist: agonists of human GLP-1 receptor. Potency, µM (top dose mostly 45.6 µM), without a hit: top-dose activation, most hits filed as activators. HEK293 GLP-1R CRE-luciferase, luminescence, 4-6 h; cells express a hypersensitive GLP-1R form. actives 0.007% (n = 380,000). AID 624172. P43220; also: potency is read from the fitted curve at half-maximal effect; % of control where 0% means no effect
PI5P4Ka inh: inhibitors of human PI5P4K alpha; P48426; actives 1.2% (n = 330,000); PI5P4Kalpha enzyme, ADP-Glo luminescence, 60 min; hits give low values; max response, %; active = max response of -50% or lower; inconclusive = between -30% and -50%; inactive = -30% or higher; also: value at the top dose of about 77 µM; % is scaled to controls: 0 for no effect and ±100 for the full control effect
Target sequence (P48426 whole entry, looked up): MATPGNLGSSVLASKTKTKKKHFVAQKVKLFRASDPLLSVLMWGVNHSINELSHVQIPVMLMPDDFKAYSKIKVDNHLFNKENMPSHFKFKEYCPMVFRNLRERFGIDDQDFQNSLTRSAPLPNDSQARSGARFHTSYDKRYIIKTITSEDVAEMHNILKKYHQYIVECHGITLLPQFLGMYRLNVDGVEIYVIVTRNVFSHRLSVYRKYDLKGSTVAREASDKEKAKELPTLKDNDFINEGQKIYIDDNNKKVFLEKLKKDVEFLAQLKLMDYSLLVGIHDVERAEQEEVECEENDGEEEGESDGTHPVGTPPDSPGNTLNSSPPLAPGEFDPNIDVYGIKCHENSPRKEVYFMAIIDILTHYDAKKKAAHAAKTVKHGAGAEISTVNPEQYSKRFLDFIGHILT
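ADP-Glo luminescence end-point after a 60 min room-temperature kinase reaction. PI5P4Kalpha and substrate in HEPES pH 7.4 buffer with EGTA, 0.1% CHAPS and 5% DMSO; ATP at 5 microM final.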
GLP-1R inv ag: GLP-1 receptor (human) inverse agonism. P43220. HEK293 GLP-1R CRE-luciferase, luminescence, 24 h; GLP-1R form is constitutively active. Potency, µM (doses to about 38.3 µM), for the others: top-dose activity change, negative = inhibition, most hits filed as inhibitors. actives 1.6% (n = 410,000); also: potency is read from the fitted curve at half-maximal effect; % is scaled to controls: 0 for no effect and ±100 for the full control effect; nearly all actives have a fitted effect of over 55% in size
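HEK293 cells stably co-expressing a cAMP-responsive luciferase reporter and constitutively active GLP-1R were seeded, incubated 12 h, then exposed to compounds for 24 h at 37 C. Luminescence was read 12 min after detection reagent; inverse agonists lower signal.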
EPAC1 agonist: EPAC1 (human) agonism | actives 0.073% (n = 360,000) | AID 720707 | EPAC1 agonist qHTS, biochemical assay; response scale: 100% = response to 6.5 mM cAMP | Potency, µM (doses to about 154 µM), inactives show at the highest dose activation, most hits filed as activators | O95398; also: potency is read from the fitted curve at half-maximal effect; nearly all actives have a fitted effect of over 60% in size
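Compounds were pinned as a concentration titration into mixtures of EPAC1 (100 nM), BODIPY-GDP-loaded Rap1B (250 nM) and GDP (50 uM). After 5 min at room temperature, fluorescence was followed for 30 min; activity was scaled to 6.5 mM cAMP.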
PLK1 PBD block: blocks phosphopeptide binding to human PLK1 polo-box domain; P53350; Plk1 PBD binding of FITC phosphopeptide, fluorescence polarization; Potency, µM, without a hit: max response, negative = inhibition, hits mostly inhibitors; actives 2.8% (n = 360,000); AID 720504; also: potency is read from the fitted curve at half-maximal effect; series mostly up to about 57 µM; % is scaled to controls: 0 for no effect and ±100 for the full control effect; nearly all actives have a fitted effect of over 65% in size
IL2 activator: activates IL-2 in a cell-based reporter assay | IL-2 activation reporter assay, cell-based qHTS; stimulated with anti-CD3/CD4/CD28 beads; in transgenic mouse T cells | activation, % (series mostly up to about 46 µM) | actives 0.065% (n = 360,000); in the data active = activation above about 50%; inconclusive = mostly about 30% to 49%; also: 0% is about no effect
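Unstimulated transgenic mouse T cells; 60-min compound exposure; bead-based TCR/CD4/CD28 stimulation; 18 h culture, 37 degrees C; dual fluorescence (EGFP, DsRed) plate cytometry.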
* hit, by the source's call; i = inactive; ? = inconclusive; . = no result given; [ ] = remark or other dose. Unless noted, calls follow the shape of the dose curve; as a rule, active = well fitted curve in the direction sought with a large enough effect; inconclusive = small, poorly fitted or top-dose-only effect, or another doubt; inactive = no such curve, though single readings can be large; an effect the other way counts as inactive or inconclusive. These rows are one share of the data. The share of hits here may be higher or lower than overall.

SMILES	PTHR1 agonist	EPAC1 antagonist	GLP1R cytotox	GLP-1R agonist	PI5P4Ka inh	GLP-1R inv ag	EPAC1 agonist	PLK1 PBD block	IL2 activator
O=C(Nc1nc2c(Cl)ccc(Cl)c2s1)c1ccco1	i	9%	7%	-5%	9	7%	0%	-11%	-3.2
Cc1ccc(N(C(=O)c2snc(C(N)=O)c2N)C(C(=O)NCC2CCCO2)c2c[nH]c3ccccc23)cc1 (stereo not drawn)	i	-16%	-10%	6%	2	-4%	-4%	4%	-4.2
CCOc1ccc(OCC)c(NC(=O)CN(C)S(=O)(=O)c2cccc3nsnc23)c1	-50%[inhibitor]	3%	-18%	5%	1	6.3µM*	5%	30µM*	-2.5
COc1ccccc1OCC(=O)N1CCN(S(=O)(=O)c2ccc(Cl)cc2)CC1	-12%	2%	4%	-3%	-6	-16%	-10%	4%	0.1
CCCCn1c(N)c(N(CCOC)C(=O)c2cc(-c3ccco3)nc3ccccc23)c(=O)[nH]c1=O	i	?	-7%	-12%	-71*	32%[activator]	8%	-26%	-2.3
O=C(Cc1ccc(Cl)cc1)NCCc1c[nH]c2ccccc12	-84%[inhibitor]	-7%	-3%	-1%	-6	?	-6%	-20%	0.9
CCCNC(=O)c1noc2c1CCc1ccccc1-2	-42%	10%	0%	4%	6	?	-9%	1%	-3.6
CCOC(=O)/C(C#N)=C/Nc1cc(OC)ccc1OC	i	-9%	-18%	?	-4	0%	0%	6%	1.6
COc1cccc(NS(=O)(=O)c2c(C)n(C)c(=O)n(C)c2=O)c1	i	-21%	4%	1%	0	4%	-4%	3%	-1.7
O=C(c1cc(S(=O)(=O)N2CCOCC2)ccc1F)N1CCCc2ccccc21	-9%[57.5 µM]	-15%	17%	8%	6	-30%	1%	-7%	-0.8
CCn1c(=O)c2cc(C(=O)NCCc3cccc(C)c3)sc2c2ccccc21	-59%[inhibitor]	.	7%	-5%	.	31%[activator]	.	.	.
O=C(Nc1ccc(O)c2c(=O)cc(-c3ccccc3Cl)oc12)c1ccc(Cl)c(Cl)c1	-3%	-4%	8%	-1%	0	19%	0%	-8%	-0.3
NC(=O)c1ccsc1NC(=O)CN1C(=O)NC2(CCCC2)C1=O	-5%	5%	0%	0%	-2	9%	-6%	5%	-1.4
COc1ccc(C(C)NC(=O)C2CCN(CCOc3ccc(Cl)cc3Cl)CC2)cc1OC (stereo not drawn)	-18%	-11%	-1%	-4%	-4	?	2%	-3%	-0.5
O=C(CNC(=O)c1ccc(Br)o1)NNC(=O)COc1ccccc1Cl	-19%	19%	-2%	2%	-3	9%	11%	-1%	0.4
CCCCn1c(NC(=S)Nc2ccccc2)nc2ccccc21	-11%	-8%	0%	21%	25	-27%	7%	-16%	-1.3
COc1ccc(C)cc1S(=O)(=O)N1CCc2ccccc2C1	i	3%	15%	7%	3	-20%	13%	3%	2.5
N#Cc1ccc(C(CC(=O)O)N2Cc3ccccc3C2=O)cc1 (stereo not drawn)	i	12%	6%	-6%	-1	15%	4%	-11%	0.9
O=C(NCCC1=CCCCC1)c1ccc(Cl)c([N+](=O)[O-])c1	-23%	-11%	-18%	4%	-3	?	0%	2%	-6.1
CCOc1ccc(NC(=O)c2cnc(Nc3ccccc3OC)c3ccccc23)cc1	-22%	.	0%	-1%	.	24%	.	.	.
Cc1ccc(NC(=O)CN2CCCCC2)c2c1CC(C)(C)O2	-19%	-9%	-2%	18%	11	-10%	-4%	-7%	-1.3
NNCCc1ccccc1	i	-9%	-3%	17%	2	7%	-9%	-10%	-0.1
CCOc1cnc(C(=O)NNC(=O)C(Br)C(C)C)o1 (stereo not drawn)	1%	-2%	4%	-1%	0	3%	0%	-2%	-0.1
Cc1cc(C(=O)Nc2ccccc2C(F)(F)F)no1	i	17%	-9%	-9%	.	-3%	-3%	-7%	0.0
COc1ccc(NC(=O)c2cc(C3CCCCN3S(=O)(=O)c3ccccc3)on2)c(C)c1 (stereo not drawn)	-36%[inhibitor]	-2%	-3%	-3%	0	?	2%	-3%	-0.4
COc1cc(OC)c(NC(=S)Nc2cccc(C(C)=O)c2)cc1Cl	-6%[57.5 µM]	0%	-2%	-4%	0	-22%	3%	-28%	1.1
CCOc1ccc2[nH]c(C)c(CN3CCOCC3)c(=O)c2c1	-9%	7%	-27%	7%	.	-18%	7%	-9%	-2.4
Cc1cccc(C)c1NC(=O)Nc1nc(C(N)c2ccccc2Cl)cs1 (stereo not drawn)	-24%	3%	-9%	-2%	-15	-29%	1%	4%	0.0
COc1ccc2[nH]c3c(N4CCC(O)(c5cccc(C(F)(F)F)c5)CC4)ncnc3c2c1	-31%[inhibitor]	-14%	-30%	-13%	-7	?	21%	-4%	3.5
Cc1ncc(CO)c(CNc2ccc(-c3nc4ccccc4[nH]3)cc2)c1O	-5%	7%	-10%	-3%	-1	?	2%	-11%	-0.5

Full records, looked up by structure.
`N#Cc1ccc(C(CC(=O)O)N2Cc3ccccc3C2=O)cc1` (stereo not drawn) across the screens: PTHR1 agonist = i; EPAC1 antagonist = 12%; GLP1R cytotox = 6%; GLP-1R agonist = -6%; PI5P4Ka inh = -1; GLP-1R inv ag = 15%; EPAC1 agonist = 4%; PLK1 PBD block = -11%; IL2 activator = 0.9
`CCOc1cnc(C(=O)NNC(=O)C(Br)C(C)C)o1` (stereo not drawn) across the screens: PTHR1 agonist = 1%; EPAC1 antagonist = -2%; GLP1R cytotox = 4%; GLP-1R agonist = -1%; PI5P4Ka inh = 0; GLP-1R inv ag = 3%; EPAC1 agonist = 0%; PLK1 PBD block = -2%; IL2 activator = -0.1
`COc1ccc(C)cc1S(=O)(=O)N1CCc2ccccc2C1` across the screens: PTHR1 agonist = i; EPAC1 antagonist = 3%; GLP1R cytotox = 15%; GLP-1R agonist = 7%; PI5P4Ka inh = 3; GLP-1R inv ag = -20%; EPAC1 agonist = 13%; PLK1 PBD block = 3%; IL2 activator = 2.5

Further records.
SMILES	PTHR1 agonist	EPAC1 antagonist	GLP1R cytotox	GLP-1R agonist	PI5P4Ka inh	GLP-1R inv ag	EPAC1 agonist	PLK1 PBD block	IL2 activator
COCCCNC(=O)c1ccc2c(=O)n(Cc3ccccc3OC)c(=S)[nH]c2c1	-14%	3%	1%	-5%	-1	7%	-6%	3%	-0.1
CCc1ccccc1NC(=O)CN(C)C(=O)COC(=O)c1ccco1	-6%	10%	-12%	-3%	2	3%	2%	-17%	0.8
COc1ccc(C(c2nnnn2CC2CCCO2)N2CCN(c3cccc(C)c3C)CC2)cc1 (stereo not drawn)	i	-4%	4%	2%	3	?	8%	-2%	-1.4
COc1cccc(N2CCN(C(=O)C3CCC(=O)N(C4CCCCCC4)C3)CC2)c1 (stereo not drawn)	-85%[inhibitor]	-3%	0%	5%	2	-5%	-12%	-20%	-1.3
COc1cc(OC)nc(NC(=O)COC(=O)C2CCCCC2)n1	-1%[57.5 µM]	4%	-7%	10%	1	3%	1%	-3%	-2.5
O=C(/C=C/c1ccccc1)NCCSCc1ccccc1	-24%	-15%	1%	-1%	-14	?	-3%	30µM*	0.5
CC(C)Oc1cccc(C(=O)O)c1	-14%[57.5 µM]	11%	-13%	-13%	.	-10%	-1%	-3%	-0.8
COC(=O)c1c(C)oc2ccc(N(C(C)=O)S(=O)(=O)c3ccccc3)cc12	-8%	-22%	?	12%	2	?	5%	-10%	-5.4
CC1(C(=O)NS(=O)(=O)c2cccs2)CCN1C(=O)Cc1ccc(Cl)cc1Cl (stereo not drawn)	i	3%	2%	-1%	2	-6%	-9%	-8%	-0.2
CCC(C(=O)NCCCc1ccccc1)c1ccccc1 (stereo not drawn)	i	-7%	-14%	-1%	1	?	-2%	5%	-1.0
COC(=O)c1ccc(CO/N=C2\CCCc3nonc32)cc1	i	-3%	18%[0.307 µM]	6%	-16	-7%[0.307 µM]	13%	-15%	0.1
COc1ccc(CN(C)C2CCCCC2)c(C)c1C	i	-1%	?	0%	.	0%	3%	-3%	-0.9
CCC(C(=O)OCC(=O)c1c(N)n(CC(C)C)c(=O)n(C)c1=O)c1ccccc1 (stereo not drawn)	-88%[inhibitor]	-24%	1%	-2%	15	?	-1%	-1%	-0.9
S=c1nc[nH]c2c1ncn2C1CCCO1 (stereo not drawn)	-1%	-10%	-2%	3%	-2	20%	-17%	27µM*	-0.4
Cc1noc(/C=C/N(C)C)c1S(=O)(=O)N1CCCC(C(=O)N2CCCCC2)C1 (stereo not drawn)	i	?	0%	3%	6	-6%	6%	0%	-3.6

Reformatted: results already given.
canonical_smiles | PTHR1 agonist | EPAC1 antagonist | GLP1R cytotox | GLP-1R agonist | PI5P4Ka inh | GLP-1R inv ag | EPAC1 agonist | PLK1 PBD block | IL2 activator
COCCCNC(=O)c1ccc2c(=O)n(Cc3ccccc3OC)c(=S)[nH]c2c1 | -14% | 3% | 1% | -5% | -1 | 7% | -6% | 3% | -0.1
CCc1ccccc1NC(=O)CN(C)C(=O)COC(=O)c1ccco1 | -6% | 10% | -12% | -3% | 2 | 3% | 2% | -17% | 0.8

(list continues)
SMILES	PTHR1 agonist	EPAC1 antagonist	GLP1R cytotox	GLP-1R agonist	PI5P4Ka inh	GLP-1R inv ag	EPAC1 agonist	PLK1 PBD block	IL2 activator
O=C(Cc1cccc2ccccc12)Nc1ccc2c(c1)C(=O)NC2=O	-6%	-12%	3%	8%	-10	5%	-3%	-9%	-1.3
O=C(O)C1C2C=CC(C2)C1C(=O)OC1CC2CCC1C2 (stereo not drawn)	-15%[57.5 µM]	-11%	9%	0%	.	0%	4%	-6%	-0.8
COc1ccc(CCn2c(N)c(C(=O)NCc3ccco3)c3nc4ccccc4nc32)cc1	i	-20%	311%[activator]	15%	-21	-11%	-7%	-10%	-7.6
Cn1c(=O)c2ncn(CC(=O)NCCOCc3ccccc3Cl)c2n(C)c1=O	i	-3%	6%	-11%	1	0%	9%	-10%	-3.3
CCc1noc(C)c1C(=O)Nc1nc2c(C)cc(C)cc2s1	i	-25%	11%	1%	-8	?	89µM*	-9%	-1.1
